Screening results as filed in PubChem.
A549 tox: kills or reduces viability of A549 cells in Nrf2 counter-screen | 390,000 tested, 0.16% active | A549 ARE-Fluc cells, CellTiter-Fluor viability, 18-24 h | Potency, µM (highest dose often 46 µM), for the others: top-dose activity change, negative = cytotoxicity, usual class: inhibitors; also: % is scaled to controls: 0 for no effect and ±100 for the full control effect
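A549 ARE_Fluc cells in 5% FBS OPTI-MEM were exposed to compounds in concentration-response for 18-24 h at 37 deg C. Viability was read by CellTiter-Fluor fluorescence (Ex 405/Em 525) after 30 min, before the luciferase read.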
MCF10A rerep: DNA re-replication induction in MCF 10a cells. Potency, µM (highest dose often 46.1 µM), without a hit: top-dose activity, positive = re-replication, usual class: activators. 350,000 tested, 2.9% active. AID 624296. MCF 10A DNA re-replication, Hoechst nuclear intensity, 48 h; also: % of control where 0% means no effect; nearly all actives have a fitted effect of over 50% in size
ATXN2 expr inh: inhibitors of ATXN2 expression; HEK-293 ATXN2-luciferase reporter, luminescence, 24 h; Potency, µM (highest dose often 57 µM), inactives show top-dose activity change, negative = inhibition, usual class: inhibitors; 360,000 tested, 0.72% active; also: % is scaled to controls: 0 for no effect and ±100 for the full control effect; nearly all actives have a fitted effect of over 55% in size
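ATXN2-luciferase reporter cells (luciferase flanked by upstream and downstream ATXN2 gene portions) were treated 24 h at 37 °C with compounds at up to 57 uM. SteadyGlo luminescence gave expression; GF-AFC fluorescence gave viability.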
Nrf2 ARE act: Nrf2 pathway activation | AREc32 ARE-luciferase reporter (MCF7-derived line), luminescence, 24 h | Potency, µM (titrated, usually from 46.1 µM), for the others: at the highest dose activation, actives largely listed as activators | 410,000 tested, 0.31% active; also: % of control where 0% means no effect; nearly all actives have a fitted effect of over 65% in size
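AREc32 cells carrying an ARE-driven firefly luciferase reporter were seeded at 1000 cells/well in OPTI-MEM with 5% FBS, then exposed to compound for 24 hr at 37 deg C. Luminescence was read with Steady-Glo after 30 min at RT.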
HepG2 viability: counter-screen for TGF-b inhibitors: cytotoxicity in HepG2 cells | 410,000 tested, 0.76% active | HepG2 CAGA-GFP viability, ATP luminescence, 18 h | Potency, µM (titrated, usually from 46.1 µM), inactives show at the top dose activity change, negative = cytotoxicity, usual class: cytotoxic; also: some results filed as inactive show a strong effect at the top dose
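HepG2 CAGA-GFP cells (1000/well, DMEM with 1% FBS) received compound, then TGF-beta at 500 pg/mL final, and were incubated 18 hours at 37 degrees C. Viability was read by CellTiter-Glo luminescence. Media-only wells were set as complete cell-killing and DMSO as no toxicity.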
TGFb SMAD3 inh: inhibitors of TGF-b signaling | 410,000 tested, 1.2% active | Potency, µM (top dose mostly 46.1 µM), without a hit: at the top dose activity, negative = inhibition, hits mostly inhibitors | HepG2 CAGA-GFP TGF-b/SMAD3 reporter, GFP fluorescence, 18 h; TGF-beta stimulated, 500 pg/mL final | AID 588855; also: % is scaled to controls: 0 for no effect and ±100 for the full control effect; nearly all actives have a fitted effect of over 65% in size
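HEPG2 CAGA-GFP reporter cells (1000/well, DMEM with 1% FBS) received compounds, then recombinant TGF-beta at 500 pg/mL final for 18 hours at 37 degrees C. Per-cell GFP summed per well was normalised to unstimulated and stimulated DMSO controls before curve fitting.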
Nrf2 block: Nrf2 pathway inhibition; Potency, µM (series often up to 46 µM), without a hit: at the highest dose activity change, negative = inhibition, hits mostly inhibitors; A549 ARE-Fluc reporter, luciferase luminescence, 18-24 h; 360,000 tested, 2.1% active; AID 504444; also: % is scaled to controls: 0 for no effect and ±100 for the full control effect; nearly all actives have a fitted effect of over 60% in size
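Concentration-response testing used A549 ARE_Fluc cells at 5000 cells/well. Following an 18-24 h compound incubation, viability was read by fluorescence (Ex 405/Em 525) and luciferase output by luminescence.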
ATXN viability: cell viability loss in ATXN counter-screen | Potency, µM (top dose mostly 56.7 µM), actives largely listed as cytotoxic | S2 cells (HEK-293 line with an ATXN2-luciferase reporter) viability, CellTiter-Fluor protease fluorescence, 24 h | 400,000 tested, 0.49% active | AID 651635; also: nearly all actives have a fitted effect of over 40% in size
EPAC2 antag: EPAC2 (human) antagonism. 360,000 tested, 0.18% active. Potency, µM (titrated, usually from 114 µM), inactives show at the top dose activity, negative = inhibition, most hits filed as inhibitors. Q8WZA2. EPAC2 GEF exchange of Rap1B-BODIPY-GDP, fluorescence; also: % is scaled to controls: 0 for no effect and ±100 for the full control effect; nearly all actives have a fitted effect of over 45% in size; many of its hits are not listed in these tables
Target sequence (Q8WZA2 whole entry, looked up): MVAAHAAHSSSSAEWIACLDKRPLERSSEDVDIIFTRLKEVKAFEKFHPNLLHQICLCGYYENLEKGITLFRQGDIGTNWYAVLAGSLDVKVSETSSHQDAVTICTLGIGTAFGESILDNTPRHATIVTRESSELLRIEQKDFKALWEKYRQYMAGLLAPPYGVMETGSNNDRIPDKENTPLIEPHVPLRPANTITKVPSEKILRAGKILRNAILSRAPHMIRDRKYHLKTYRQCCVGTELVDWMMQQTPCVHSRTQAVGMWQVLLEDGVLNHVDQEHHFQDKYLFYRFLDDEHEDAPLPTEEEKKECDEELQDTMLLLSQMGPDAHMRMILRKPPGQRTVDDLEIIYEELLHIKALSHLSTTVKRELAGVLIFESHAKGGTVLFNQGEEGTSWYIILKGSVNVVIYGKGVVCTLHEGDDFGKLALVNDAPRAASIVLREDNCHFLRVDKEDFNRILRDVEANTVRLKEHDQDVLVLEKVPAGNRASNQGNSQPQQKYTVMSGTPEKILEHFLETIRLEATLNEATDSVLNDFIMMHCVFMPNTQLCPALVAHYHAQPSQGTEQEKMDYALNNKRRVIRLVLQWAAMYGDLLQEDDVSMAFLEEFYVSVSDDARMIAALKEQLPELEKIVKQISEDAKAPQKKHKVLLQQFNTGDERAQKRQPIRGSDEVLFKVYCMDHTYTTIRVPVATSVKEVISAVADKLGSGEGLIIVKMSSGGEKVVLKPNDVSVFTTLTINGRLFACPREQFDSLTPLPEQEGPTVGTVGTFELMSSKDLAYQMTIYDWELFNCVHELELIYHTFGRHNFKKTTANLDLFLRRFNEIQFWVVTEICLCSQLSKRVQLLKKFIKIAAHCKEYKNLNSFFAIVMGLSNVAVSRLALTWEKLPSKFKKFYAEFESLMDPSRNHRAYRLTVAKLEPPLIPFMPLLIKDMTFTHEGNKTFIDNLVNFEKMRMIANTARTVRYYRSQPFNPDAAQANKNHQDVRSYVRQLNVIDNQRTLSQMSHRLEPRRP
* hit, by the source's call. Calls follow the shape of the dose curve; as a rule, active = well fitted curve in the direction sought with a large enough effect; inconclusive = small, poorly fitted or top-dose-only effect, or another doubt; inactive = no such curve, though single readings can be large; an effect the other way counts as inactive or inconclusive. Potency is read from the fitted curve at half-maximal effect.

What do the screens show for `Cc1ccc(-n2c(=O)c3c(c4cc(C)ccc4n3C)n(CC(=O)c3ccc(Cl)cc3)c2=O)cc1`?
A549 tox: 0.1%; ATXN2 expr inh: -2.2%; Nrf2 ARE act: -1.1%; HepG2 viability: -10.5%; TGFb SMAD3 inh: -2.9%; Nrf2 block: 30.4%; ATXN viability: inactive

How did O=C(Cc1cccs1)Nc1cc(SCCO)cc([N+](=O)[O-])c1 do in these assays?
A549 tox: 11.7%; MCF10A rerep: 2.9%; ATXN2 expr inh: 0.0%; Nrf2 ARE act: 4.6%; HepG2 viability: -5.6%; TGFb SMAD3 inh: 5.0%; Nrf2 block: -8.6%; ATXN viability: inactive; EPAC2 antag: 9.7%

Results for CCCOc1ccc(NC(=O)CC2C(=O)N(CC)C(=S)N2CCCN2CCN(Cc3ccccc3)CC2)cc1 (configuration not stated) ?
A549 tox: -21.5%; MCF10A rerep: inconclusive; ATXN2 expr inh: inconclusive; Nrf2 ARE act: -1.9%; HepG2 viability: -106.0%; TGFb SMAD3 inh: inconclusive; Nrf2 block: 3.7%; ATXN viability: inconclusive; EPAC2 antag: -3.3%

How did Cn1c(=O)oc2ccc(C(=O)CSc3nnnn3-c3ccccc3)cc21 do in these assays?
A549 tox: -15.8%; MCF10A rerep: -1.5%; ATXN2 expr inh: -3.0%; Nrf2 ARE act: -0.1%; HepG2 viability: -3.6%; TGFb SMAD3 inh: 1.8%; Nrf2 block: 5.6%; ATXN viability: inactive; EPAC2 antag: -5.1%

How did Cc1noc(NC(=O)c2ccccc2)c1C#N do in these assays?
A549 tox: 1.6%; MCF10A rerep: -7.0%; ATXN2 expr inh: 4.6%; Nrf2 ARE act: 4.6%; HepG2 viability: -10.1%; TGFb SMAD3 inh: 3.8%; Nrf2 block: 12.3%; ATXN viability: inactive; EPAC2 antag: 5.3%

Results for c1ccc(CCC2CCCCN2Cc2nc(-c3ccc4c(c3)OCO4)no2)nc1 (configuration not stated) ?
A549 tox: 3.5%; MCF10A rerep: -1.6%; ATXN2 expr inh: 0.4%; Nrf2 ARE act: 3.2%; HepG2 viability: -20.2%; TGFb SMAD3 inh: -28.7%; Nrf2 block: -26.7%; ATXN viability: inactive; EPAC2 antag: -6.1%

What do the screens show for `CCOC(=O)C(NC(=O)c1ccccc1)(N1CCCC1=O)C(F)(F)F` (configuration not stated)?
A549 tox: 1.0%; MCF10A rerep: 2.9%; ATXN2 expr inh: 3.1%; Nrf2 ARE act: 0.5%; HepG2 viability: -1.1%; TGFb SMAD3 inh: -5.3%; Nrf2 block: 6.8%; ATXN viability: inactive; EPAC2 antag: -6.1%

What do the screens show for `NC(C(=O)O)C1ON=C(Cl)C1O` (configuration not stated)?
A549 tox: -13.7%; MCF10A rerep: 0.4%; ATXN2 expr inh: -17.3%; Nrf2 ARE act: 2.4%; HepG2 viability: 12.6%; TGFb SMAD3 inh: 12.2%; Nrf2 block: inconclusive; ATXN viability: inconclusive; EPAC2 antag: 9.0%

What do the screens show for `O=C1c2ccccc2NC(c2ccccc2)N1NS(=O)(=O)c1ccccc1` (configuration not stated)?
A549 tox: 3.5%; MCF10A rerep: 16.3%; ATXN2 expr inh: -7.5%; Nrf2 ARE act: -0.1%; HepG2 viability: -1.3%; TGFb SMAD3 inh: 14.9%; Nrf2 block: 15.8%; ATXN viability: inactive; EPAC2 antag: 1.1%

Results for O=C(COc1ccc(S(=O)(=O)NC2CCCC2)cc1)N1CCCCCC1 ?
A549 tox: -9.3%; MCF10A rerep: 12.1%; ATXN2 expr inh: -3.6%; Nrf2 ARE act: -0.6%; HepG2 viability: -18.0%; TGFb SMAD3 inh: 5.8%; Nrf2 block: 0.9%; ATXN viability: inactive; EPAC2 antag: 3.7%

How did CC(=O)c1cnc(-c2cccc(Cl)c2)s1 do in these assays?
A549 tox: -2.4%; MCF10A rerep: 2.06µM*; ATXN2 expr inh: -10.4%; Nrf2 ARE act: inconclusive; HepG2 viability: 0.3%; TGFb SMAD3 inh: 4.4%; Nrf2 block: inconclusive; ATXN viability: inactive; EPAC2 antag: -0.8%

Results for O=C(NCc1ccccc1F)C1CCCN1C(=O)Nc1cccc(F)c1 (configuration not stated) ?
A549 tox: 1.6%; MCF10A rerep: -3.9%; ATXN2 expr inh: -6.7%; Nrf2 ARE act: -0.5%; HepG2 viability: -5.5%; TGFb SMAD3 inh: -12.4%; Nrf2 block: -3.6%; ATXN viability: inactive; EPAC2 antag: -10.3%

How did Cc1ccc(-c2noc(CN(C(=O)Cc3ccccc3)C(C)C)n2)cc1 do in these assays?
A549 tox: 1.4%; MCF10A rerep: 0.2%; ATXN2 expr inh: 1.6%; Nrf2 ARE act: 0.4%; HepG2 viability: -5.0%; TGFb SMAD3 inh: -12.5%; Nrf2 block: 13.3%; ATXN viability: inactive; EPAC2 antag: -5.5%

What do the screens show for `O=S(=O)(NC(=S)NC1CCCCC1)c1ccccc1`?
A549 tox: 2.0%; MCF10A rerep: 5.0%; ATXN2 expr inh: -5.5%; Nrf2 ARE act: -1.7%; HepG2 viability: -9.0%; TGFb SMAD3 inh: -3.4%; Nrf2 block: -13.2%; ATXN viability: inactive; EPAC2 antag: -1.7%

How did O=C(c1ccccn1)c1conc1C(=O)c1ccc(Br)cc1 do in these assays?
A549 tox: -7.0%; MCF10A rerep: inconclusive; ATXN2 expr inh: 4.6%; Nrf2 ARE act: 2.0%; HepG2 viability: -16.3%; TGFb SMAD3 inh: 2.9%; Nrf2 block: -4.4%; ATXN viability: inactive; EPAC2 antag: -9.7%

What do the screens show for `CCC(=O)c1ccccc1OCCCCn1cncn1`?
A549 tox: 1.2%; MCF10A rerep: 14.3%; Nrf2 ARE act: -0.2%; HepG2 viability: -24.6%; TGFb SMAD3 inh: -3.1%; Nrf2 block: 3.1%; ATXN viability: inactive; EPAC2 antag: 0.7%

What do the screens show for `O=C(CSc1n[nH]c(=O)[nH]c1=O)Nc1ccc2c(c1)C(=O)c1ccccc1C2=O`?
A549 tox: 3.9%; MCF10A rerep: -0.3%; ATXN2 expr inh: 15.1%; Nrf2 ARE act: 0.8%; HepG2 viability: -19.2%; TGFb SMAD3 inh: -14.6%; Nrf2 block: 15.7%; ATXN viability: inactive; EPAC2 antag: 3.7%

How did CC1=N/C(=C\c2ccc([N+](=O)[O-])cc2)C(=O)N1c1cc(Cl)ccc1C do in these assays?
A549 tox: -2.8%; MCF10A rerep: -5.9%; ATXN2 expr inh: -24.3%; Nrf2 ARE act: 0.0%; HepG2 viability: 7.8%; TGFb SMAD3 inh: -9.4%; Nrf2 block: 0.9%; ATXN viability: inactive; EPAC2 antag: -3.7%

Results for O=C(COC(=O)/C=C/c1cccc(Cl)c1)Nc1ccc2[nH]c(=O)[nH]c2c1 ?
A549 tox: 0.5%; MCF10A rerep: -2.5%; ATXN2 expr inh: -11.8%; Nrf2 ARE act: 13.6%; HepG2 viability: 4.4%; TGFb SMAD3 inh: -4.0%; Nrf2 block: -1.7%; ATXN viability: inactive; EPAC2 antag: 0.6%

What do the screens show for `OC(c1ccccc1)c1nc(-c2csc3ccccc23)cs1` (configuration not stated)?
ATXN2 expr inh: 19.4%; Nrf2 ARE act: 7.2%; HepG2 viability: -42.2%; TGFb SMAD3 inh: -27.5%; ATXN viability: inactive; EPAC2 antag: -10.9%

How did CC(C)CCn1c(=O)c2ccccc2n2c(CN(C)Cc3ccccc3)nnc12 do in these assays?
A549 tox: -12.2%; MCF10A rerep: 13.6%; ATXN2 expr inh: inconclusive; Nrf2 ARE act: 0.3%; HepG2 viability: -13.8%; TGFb SMAD3 inh: -21.2%; Nrf2 block: -10.9%; ATXN viability: inactive; EPAC2 antag: -7.7%

How did Nc1ncnc2c1ncn2[C@@H]1O[C@H](C(=O)N2CCC[C@@H]2C(=O)OCc2ccccc2)[C@@H](O)[C@H]1O do in these assays?
ATXN2 expr inh: 3.5%; Nrf2 ARE act: -0.2%; HepG2 viability: 1.1%; TGFb SMAD3 inh: -18.2%; ATXN viability: inactive; EPAC2 antag: -12.0%

What do the screens show for `Cc1ccccc1C#CC1=CC(=O)CC(C)(C)C1`?
ATXN2 expr inh: 0.6%; Nrf2 ARE act: inconclusive; HepG2 viability: -16.3%; TGFb SMAD3 inh: 1.9%; ATXN viability: inconclusive; EPAC2 antag: -12.9%

How did CCN(CC)C(=O)C1=C(C)N(CCC2=CCCCC2)C(=O)C(CC(=O)NCCc2ccccn2)C1 (configuration not stated) do in these assays?
ATXN2 expr inh: -3.5%; Nrf2 ARE act: 0.6%; HepG2 viability: -12.8%; TGFb SMAD3 inh: -6.8%; ATXN viability: inactive; EPAC2 antag: 4.0%

How did COc1ccc(-c2n[nH]c3c2CN(C(=O)c2ccc(OC)c(OC)c2)CC3)cc1 do in these assays?
A549 tox: -7.5%; MCF10A rerep: 20.6µM*; Nrf2 ARE act: -0.9%; HepG2 viability: -7.1%; TGFb SMAD3 inh: -8.3%; Nrf2 block: -0.5%; ATXN viability: inconclusive; EPAC2 antag: -4.8%

How did COc1ccccc1NC(=O)c1ccc2nc(-c3ccccc3)c(-c3ccccc3)nc2c1 do in these assays?
A549 tox: -0.6%; MCF10A rerep: 16.2%; ATXN2 expr inh: -2.7%; Nrf2 ARE act: 0.0%; HepG2 viability: -19.2%; TGFb SMAD3 inh: -2.7%; Nrf2 block: -6.8%; ATXN viability: inactive; EPAC2 antag: 3.4%

How did Cc1c(Cl)cccc1NC(=O)C(=O)NCC(c1cccnc1)N1CCN(c2ccccc2)CC1 (configuration not stated) do in these assays?
A549 tox: 1.5%; Nrf2 ARE act: 0.1%; HepG2 viability: -14.3%; TGFb SMAD3 inh: inconclusive; Nrf2 block: -22.3%

A portion of the library. The share of hits here may be higher or lower than overall.
